# NPR1 activator = GC-A (human) enzyme activation; activation, % at 10 µM; P16066; HEK293 GC-A cells, cGMP TR-FRET, EC30 ANP; 0% at EC30 ANP, 100% saturating ANP; 370,000 tested, 0.14% active; in the data active means activation above about 40%
# Target sequence (P16066 whole entry, looked up): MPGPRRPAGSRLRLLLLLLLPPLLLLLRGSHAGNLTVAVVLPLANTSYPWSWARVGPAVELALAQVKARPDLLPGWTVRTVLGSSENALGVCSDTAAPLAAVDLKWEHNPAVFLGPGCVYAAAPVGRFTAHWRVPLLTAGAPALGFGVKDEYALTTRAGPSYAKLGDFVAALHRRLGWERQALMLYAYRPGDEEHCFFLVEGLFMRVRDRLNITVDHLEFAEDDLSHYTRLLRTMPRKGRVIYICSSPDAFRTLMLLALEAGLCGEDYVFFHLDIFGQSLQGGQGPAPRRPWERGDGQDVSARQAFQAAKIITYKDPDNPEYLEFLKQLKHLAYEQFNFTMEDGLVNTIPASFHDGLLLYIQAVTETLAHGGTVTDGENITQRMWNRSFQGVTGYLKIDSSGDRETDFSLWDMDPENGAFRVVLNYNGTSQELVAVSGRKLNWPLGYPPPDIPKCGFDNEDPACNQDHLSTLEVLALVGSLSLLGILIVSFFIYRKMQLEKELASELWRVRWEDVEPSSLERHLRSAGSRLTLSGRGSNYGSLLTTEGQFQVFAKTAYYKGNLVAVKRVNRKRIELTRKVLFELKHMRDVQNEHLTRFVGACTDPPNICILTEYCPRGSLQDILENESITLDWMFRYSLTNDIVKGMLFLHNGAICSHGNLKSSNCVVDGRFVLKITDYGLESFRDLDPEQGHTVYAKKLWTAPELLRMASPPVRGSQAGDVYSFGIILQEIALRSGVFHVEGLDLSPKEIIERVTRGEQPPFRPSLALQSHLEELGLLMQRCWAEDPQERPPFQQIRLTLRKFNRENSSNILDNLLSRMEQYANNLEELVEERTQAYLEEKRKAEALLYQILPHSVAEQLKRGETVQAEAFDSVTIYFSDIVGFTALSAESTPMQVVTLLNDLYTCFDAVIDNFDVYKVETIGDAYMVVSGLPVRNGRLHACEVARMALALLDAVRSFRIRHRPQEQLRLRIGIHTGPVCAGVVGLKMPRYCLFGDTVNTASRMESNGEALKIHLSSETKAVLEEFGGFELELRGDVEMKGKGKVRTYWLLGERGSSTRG
# rCAG RNA binder = binds r(CAG) RNA repeats; 370,000 tested, 1.3% active; AID 651821; inhibition, % at 3 µM; r(CAG) RNA repeat, TO-PRO-1 dye displacement fluorescence;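 active means inhibition above the plate cutoff, the mean of all test compounds on that plate plus 3 SD, cut at about 35% in these data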;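 further: 0% = DMSO alone and 100% = 100 µM mitoxantrone as full dye displacement; higher means more dye released from RNA so lower well fluorescence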
# HTRA1 inhibitor = HTRA1 (human) protease inhibition; 340,000 tested, 0.5% active; recombinant HTRA1, FP-rhodamine activity-based probe, fluorescence polarization; inhibition, % at 5.96 µM; Q92743; AID 504803; in the data active means inhibition above about 36%;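 further: 0% = enzyme with DMSO and 100% = wells lacking enzyme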
# ARFGAP1 inhibitor = inhibits rat ARF GTPase activating protein 1; inhibition, % at 16.5 µM; 360,000 tested, 0.26% active; Q62848; Arfgap1-stimulated ARF1 GTP hydrolysis, GDP FP detection;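 active means inhibition above a per-plate limit, mean inhibition of low control wells plus 3 SD, cut at about 25% in these data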;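 further: 0% = DMSO wells with enzyme and 100% = wells lacking Arfgap1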
#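 Material: truncated rat Arfgap1 GAP domain; Incubation: compound-enzyme preincubation 20 min, reaction 120 min, detection 60 min, 25 °C; Read-out: percent inhibition of Arfgap1-stimulated GTP hydrolysis; Technique: FP, GDP Alexa 633 tracer displaced from anti-GDP antibody, 620/688 nm; Controls: No-Arfgap1 wells (100%) versus DMSO full-reaction wells (0%); Replication: single well per compound.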
# NR1D1 modulator = modulators of human Rev-erb alpha DNA binding; P20393; Rev-erbα–FITC-DNA binding, fluorescence polarization, 90 min; activity, % at 10 µM; 370,000 tested, 0.79% active;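 active means activity above about 14%, limit read from the data; passing the limit was not always enough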;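 further: 0% = DMSO wells with 35 nM protein and 100% = DMSO wells with 750 nM protein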
# NPR2 activator = GC-B (human) receptor activation. HEK293-GC-B cells, CNP EC30, cGMP TR-FRET; 0% at EC30 CNP, 100% saturating CNP. P20594. 370,000 tested, 0.11% active. activation, % at 10 µM;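 active means activation at 10 µM reaching about 35% in either raw or pattern-adjusted values, limit read from the data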
# SMARCA2 act = SMARCA2 function activation, primary screen | MG213 cells, MMTV-luciferase reporter, dexamethasone, overnight | 370,000 tested, 1% active | activation, % at 9.1 µM; in the data active means activation above about 7.8%;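 further: 0% = vehicle wells and 100% = reference activator wells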
# PG9 binder = small molecules binding HIV-1 gp120 antibody PG9; TR-FRET gp120-PG9 antibody binding; inhibition, % at 6.7 µM; 360,000 tested, 0.43% active; in the data active means inhibition above about 8.5%
# mABHD4 FP = inhibitors of mouse ABHD4; Q8VD66; 370,000 tested, 0.54% active; inhibition, % at 8.92 µM; AID 720543; purified mABHD4, FP-Rh probe fluorescence polarization;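 active means inhibition exceeding the mean over every tested compound plus 3 SD, cut at about 30% in these data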;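 further: 0% = plate median of compound wells and 100% = S159A mutant with DMSO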
#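 Assay system: mouse ABHD4 enzyme, wild type / Also added: fluorescent activity-based probe FP-Rh / Doses: single nominal dose of 8.92 µM, 0.89% DMSO final / Timing: 45 min compound pre-incubation plus 60 min probe step, 25 °C / Signal: FP readout, ex 525 nm / em 598 nm / Control set: S159A mutant/DMSO as 100%, compound-well median as 0%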
# ASAP1 inh = inhibitors of human ASAP1 ArfGAP activity. AID 624377. ASAP1-stimulated ARF1 GTP hydrolysis, GDP FP detection. 360,000 tested, 0.19% active. Q9ULH1. inhibition, % at 16.5 µM; in the data active means inhibition above about 25%;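 further: 0% = vehicle with enzyme and substrate and 100% = no enzyme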
# Numbers without * were called inactive; x = no result given.
No.	compound	NPR1 activator	rCAG RNA binder	HTRA1 inhibitor	ARFGAP1 inhibitor	NR1D1 modulator
1	COc1ccc(NC(=O)c2sccc2SCC#N)cc1	0	3	-5	0	-5
2	CCOC(=O)CNC(=O)OC1CCN2Cc3ccccc3N=C12 (configuration not stated)	2	2	10	-11	-4
3	Cc1ccc(-c2nc(SCC(=O)N(C)C3CCS(=O)(=O)C3)[nH]c2-c2ccc(C)cc2)cc1 (configuration not stated)	-4	7	-4	-3	2
4	COc1cc(S(=O)(=O)N(Cc2cccnc2)Cc2ccco2)ccc1-n1cnnn1	-1	5	-2	-4	-1
5	O=C(CCn1c(=S)oc2ccccc21)NCCC1=CCCCC1	-1	-1	3	0	-4
6	C/C(=N/NC(=O)c1ccccn1)c1ccncc1	4	-1	9	5	0
7	Cc1ccc(CN(C(=O)c2csnn2)C(C(=O)NC2CCCC2)c2cccnc2)cc1 (configuration not stated)	-5	2	8	6	2
8	O=C(COC(=O)C1C2CC3OC(=O)C1C3C2)Nc1cccc(C(F)(F)F)c1 (configuration not stated)	4	-2	5	3	-2

No.	NPR2 activator	SMARCA2 act	PG9 binder	mABHD4 FP	ASAP1 inh
1	-2	8.7*	-1.8	-3	-1
2	-7	0	-1.1	0	5
3	1	-3	-1.3	7	-1
4	2	-1	-0.2	0	-10
5	0	-2	-0.2	-12	20
6	0	5	0.3	5	10
7	-2	1	-0.8	4	0
8	6	0	-0.1	3	-2

# Some values from the list:
# ASAP1 inh, compound 1 = -1
# ASAP1 inh, compound 8 = -2

# Other records
No.	compound	NPR1 activator	rCAG RNA binder	HTRA1 inhibitor	ARFGAP1 inhibitor	NR1D1 modulator
9	C/C(=N\NC(=S)NCc1ccccc1)c1ccc(C(C)(C)C)cc1	-6	9	-6	6	0
10	O=C(Nc1cccc2ccccc12)c1ccc(Cn2cc(Cl)cn2)cc1	-4	2	-29	2	1
11	COc1ccc(/C=C/C(=O)N2CCN(c3ccccn3)CC2)c2ccccc12	-8	-3	-12	-3	-8
12	O=C(NCC1CCCO1)c1cc2c(s1)CS(=O)(=O)C2 (configuration not stated)	0	4	-3	13	-2
13	C/C(=N/NC(=O)c1cn(-c2cccc(C)n2)cn1)c1ccc(C)cc1	-3	-2	-3	1	3
14	NC(=O)CSc1nc2c(sc3ccccc32)c(=O)n1CCCN1CCOCC1	-2	5	1	9	-2
15	COc1ccc(S(=O)(=O)N(C)C[C@H]2OCCCC[C@@H](C)Oc3ccc(NC(=O)CCC(F)(F)F)cc3C(=O)N([C@H](C)CO)C[C@@H]2C)cc1	3	4	-5	3	1
16	CNc1nc(C)cc(C)c1S(=O)(=O)c1ccc(Cl)cc1	3	-3	-15	-6	4

No.	NPR2 activator	SMARCA2 act	PG9 binder	mABHD4 FP	ASAP1 inh
9	6	-5	-1.1	6	-7
10	-5	3	-2.5	-21	-11
11	-10	1	-0.1	-2	-10
12	-5	2	-0.5	4	10
13	-3	1	-2.7	-6	-9
14	7	0	-1.7	0	-8
15	-1	-3	-0.5	3	-2
16	1	-1	-0.5	1	-5

# Further entries:
No.	compound	NPR1 activator	rCAG RNA binder	HTRA1 inhibitor	ARFGAP1 inhibitor	NR1D1 modulator
17	COc1ccc(Cl)cc1S(=O)(=O)Nc1ncn[nH]1	-2	-1	7	8	0
18	COc1cc(C(=O)NCc2cccc3ccccc23)cc(Cl)c1OC	4	6	-28	6	-4
19	Cc1ccc(O)c(NC(=O)C2CC(c3cccc(Br)c3)=NO2)c1 (configuration not stated)	8	7	-19	1	-1
20	CCN1C(=O)[C@H]2[C@@H](c3ccc(C)cc3)N3C(=O)N(c4cccc(Cl)c4)C(=O)[C@@]3(CC)[C@H]2C1=O	-1	2	-26	-2	7
21	CCOc1ccccc1NC(=O)c1ccc2c(c1)C(=O)N(CC1CCCO1)C2=O (configuration not stated)	-2	-4	5	2	3
22	Cc1cccc(Cn2cc(COC(=O)Nc3ccc(F)cc3)nn2)c1	0	0	x	x	1
23	Cc1ccc(-c2nc(S(=O)(=O)c3ccc(C)cc3)c(SCC(=O)NCC3CCCO3)o2)cc1 (configuration not stated)	-3	2	-12	4	6
24	Cc1[nH][nH]c(=O)c1C(c1ccc(-c2ccc(Cl)c(C(=O)O)c2)o1)c1c(C)[nH][nH]c1=O	2	8	5	25*	-3

No.	NPR2 activator	SMARCA2 act	PG9 binder	mABHD4 FP	ASAP1 inh
17	1	-1	-1.3	-3	3
18	5	-3	1.6	-28	12
19	10	-1	-2.4	-6	14
20	-2	1	0.3	11	-3
21	-4	3	2.8	-2	6
22	3	-1	x	-4	x
23	-3	6	-1.3	-5	10
24	-1	-2	-2.3	9	42*

# The final 5 records of the part above come first, to join the parts:
No.	compound	NPR1 activator	rCAG RNA binder	HTRA1 inhibitor	ARFGAP1 inhibitor	NR1D1 modulator
20	CCN1C(=O)[C@H]2[C@@H](c3ccc(C)cc3)N3C(=O)N(c4cccc(Cl)c4)C(=O)[C@@]3(CC)[C@H]2C1=O	-1	2	-26	-2	7
21	CCOc1ccccc1NC(=O)c1ccc2c(c1)C(=O)N(CC1CCCO1)C2=O (configuration not stated)	-2	-4	5	2	3
22	Cc1cccc(Cn2cc(COC(=O)Nc3ccc(F)cc3)nn2)c1	0	0	x	x	1
23	Cc1ccc(-c2nc(S(=O)(=O)c3ccc(C)cc3)c(SCC(=O)NCC3CCCO3)o2)cc1 (configuration not stated)	-3	2	-12	4	6
24	Cc1[nH][nH]c(=O)c1C(c1ccc(-c2ccc(Cl)c(C(=O)O)c2)o1)c1c(C)[nH][nH]c1=O	2	8	5	25*	-3
25	Cc1ccc(CC(=O)O/N=C(\N)c2ccncc2)cc1	3	-7	0	-12	1
26	O=C(Nc1cc(Cl)cc(Cl)c1)C(c1ccccc1)N1CCCCC1 (configuration not stated)	-23	2	-17	-7	-1
27	COc1cc(NC(=S)N2CCN(S(=O)(=O)c3ccccc3)CC2)cc(OC)c1	-4	3	-5	-6	3
28	O=C(CNC(=O)C1CCCCC1)OCC(=O)c1ccc(F)cc1	1	-1	6	5	2
29	O=C(COC(=O)COc1ccccc1F)NCc1ccco1	-1	2	-4	9	-1
30	CCN(C(=O)COC(=O)/C=C/c1cccc([N+](=O)[O-])c1)c1ccccc1	1	-6	-2	6	1
31	CCOC(=O)C1CCCN(S(=O)(=O)c2ccc(S(=O)(=O)N(CC)CC)cc2)C1 (configuration not stated)	3	-5	6	3	-3
32	Cc1ccc2oc(C(=O)N(C)CCC(O)c3ccccc3)c(C)c2c1 (configuration not stated)	-4	-4	-7	11	-4

No.	NPR2 activator	SMARCA2 act	PG9 binder	mABHD4 FP	ASAP1 inh
20	-2	1	0.3	11	-3
21	-4	3	2.8	-2	6
22	3	-1	x	-4	x
23	-3	6	-1.3	-5	10
24	-1	-2	-2.3	9	42*
25	0	0	-1.7	-4	14
26	-16	-2	1.1	-3	-5
27	11	0	-0.6	-2	-16
28	-1	4	-0.8	4	-4
29	-4	-1	-1.7	5	-4
30	-2	1	-0.6	-9	0
31	0	-7	0.2	1	-8
32	-8	4	-1.0	0	2

# Going on with the list:
No.	compound	NPR1 activator	rCAG RNA binder	HTRA1 inhibitor	ARFGAP1 inhibitor	NR1D1 modulator
33	CCCC12CN3CC(C)(CN(C1)C3c1cccs1)C2=O (configuration not stated)	-2	-4	x	7	-2
34	COc1ccc(-n2cnnc2SCC(=O)N2CCN(c3ccccc3)CC2)cc1	4	2	3	2	1
35	Cc1ccc(S(=O)(=O)N(Cc2ccccc2)C(C)C)cc1	-4	-4	-5	-1	6
36	CCN(CC)S(=O)(=O)c1ccc(C)c(NC(=O)COc2ccc3c(C)cc(=O)oc3c2)c1	-6	9	-2	9	-4
37	CC(=O)c1ccc(NC(=O)C2C3C=CC(C3=C(c3ccccc3)c3ccccc3)C2C(=O)O)cc1 (configuration not stated)	-2	7	-9	-12	-2
38	O=C(NCc1cccc(Cl)c1)c1cccc(S(=O)(=O)N2CCCC2)c1	-2	1	-3	-11	0
39	COc1ccccc1NS(=O)(=O)c1cc(C(=O)NCC2CCCO2)ccc1C (configuration not stated)	4	-5	-3	-12	-6
40	N#C/C(=C1/CCCN1)c1ccccn1	-16	-2	3	8	1

No.	NPR2 activator	SMARCA2 act	PG9 binder	mABHD4 FP	ASAP1 inh
33	-17	-6	0.4	-1	-6
34	0	0	0.3	6	-3
35	1	-3	-0.7	-6	7
36	-1	0	1.4	-5	17
37	5	6	-1.4	-3	-1
38	4	-2	-1.5	2	0
39	3	0	0.7	-3	-11
40	0	2	-0.1	-3	5

# Limited to NPR1 activator, for 2 of the compounds above:
no.	Structure	NPR1 activator
35	Cc1ccc(S(=O)(=O)N(Cc2ccccc2)C(C)C)cc1	-4
36	CCN(CC)S(=O)(=O)c1ccc(C)c(NC(=O)COc2ccc3c(C)cc(=O)oc3c2)c1	-6

# Continuation.
No.	compound	NPR1 activator	rCAG RNA binder	HTRA1 inhibitor	ARFGAP1 inhibitor	NR1D1 modulator
41	CC1(C)CC(=O)C(C2C3=C(CC(C)(C)CC3=O)Oc3ccccc32)=C(O)C1 (configuration not stated)	-2	5	0	6	5
42	CCOC(=O)n1c(=O)oc2cc(S(=O)(=O)N3CCCCC3)ccc21	-1	x	-1	x	2
43	COc1ccc(-c2cc(C(=O)N(C)CCc3ccc(OC)c(OC)c3)c3ccccc3n2)cc1	8	-7	-12	9	-2
44	COc1ccc(S(=O)(=O)N2CCN(C(=O)c3cc(-c4ccc(Br)cc4)n[nH]3)CC2)cc1OC	4	7	-38	10	2
45	CCCC(=O)NC(=S)Nc1ccc(C(C)=O)cc1	0	1	0	13	0
46	C=CC[C@H](CC(=O)N(CCO)Cc1ccccc1)C(=O)N[C@H](COC(=O)[C@H](CC=C)CC(=O)OC(C)(C)C)Cc1ccccc1	-7	-8	-19	-11	-3
47	COc1ccc(NC(=O)c2cc(-c3cc(F)ccc3OC)n[nH]2)c(C)c1	55*	2	x	-3	0
48	CCCCN(C(=O)c1ccc2c(c1)NC(=O)CS2)c1ccccc1	-5	-1	1	9	-1

No.	NPR2 activator	SMARCA2 act	PG9 binder	mABHD4 FP	ASAP1 inh
41	-9	1	0.3	2	8
42	-3	x	x	x	x
43	10	1	-1.1	2	2
44	-1	-3	-2.2	-20	-2
45	-1	5	-2.1	5	5
46	-5	0	-0.2	-9	6
47	71*	-1	-0.8	-2	19
48	-6	-3	-0.3	-2	8

# The listing continues:
No.	compound	NPR1 activator	rCAG RNA binder	HTRA1 inhibitor	ARFGAP1 inhibitor	NR1D1 modulator
49	COc1cc(OC)c(NS(=O)(=O)c2c(C)[nH]c(=O)[nH]c2=O)cc1Cl	-1	0	2	-3	2
50	C[C@@H](NS(=O)(=O)c1cc(Cl)ccc1F)[C@H](O)c1ccccc1	1	0	4	17	-9
51	O=C(CCn1ccc([N+](=O)[O-])n1)Nc1nccs1	0	-1	x	0	2
52	O=C(/C=C/Nc1ccccc1)c1ccc(Oc2ncccn2)cc1	-3	4	-1	4	-3
53	NC(=O)CC(NC(=O)Cc1cccc2ccccc12)c1ccc(N2CCCCCC2)c([N+](=O)[O-])c1 (configuration not stated)	-3	7	4	-1	1

No.	NPR2 activator	SMARCA2 act	PG9 binder	mABHD4 FP	ASAP1 inh
49	5	-3	-1.5	-3	1
50	-1	-4	-1.1	0	0
51	-3	1	-1.1	6	-1
52	6	1	1.3	-6	16
53	4	-2	-3.4	-2	0

# Assay outcomes from PubChem BioAssay.

# This is a random part of the collection (roughly 4.4% active in at least one column).
